TSHR antag: blocks TSH signaling through the human TSH receptor; TSHR-expressing cells, TSH-stimulated cAMP HTRF, 2 h; active compounds read low; activity change, negative = inhibition, % at 11.5 µM; 330,000 tested, 0.2% active; AID 504810;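 active = activity change below a set negative limit, meaning inhibition stronger than a set level, cut at about -70% in these data; inconclusive = activity change between two set negative limits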; note: % is set by controls: 0 for no effect and ±100 for the full control effect
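Freshly harvested TSHR cells receive pin-tooled compound, then EC80 TSH at 4nM final. After 2 hours at 37 deg C, antibody in lysis buffer and cAMP-d2 are added; 30 minutes at ambient temperature precede the HTRF read.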
TCR activator: activates T cell receptor signaling. primary human leukocytes, anti-CD3, IL-2 HTRF, 48 h. Potency, µM (titrated, usually from 9.22 µM), inactives show at the highest dose activation of IL-2 secretion, most hits filed as activators. 330,000 tested, under 10 active; note: % of control where 0% means no effect
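Primary human leukocytes receive a-CD3 beads and test compound and are incubated 48 hr. Secreted IL-2 is then assayed by HTRF, measuring 665nm acceptor emission after 320nm excitation of the europium donor.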
KCNH2 3.1 block: KCNH2 3.1 (human) potassium channel inhibition. AID 720553. 340,000 tested, 0.95% active. activity change, % (tested at about 1.8 µM). U2OS KCNH2 3.1, thallium flux FluxOr; active compounds read low;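 active = maximum activity change below -70%; inconclusive = maximum activity change from -70% to -50%; inactive = maximum activity change above -50%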;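 note: thallium influx rate constant from kinetic fluorescence after stimulation buffer; % is set by controls: 0 for no effect and ±100 for the full control effect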
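FluxOr-based Tl+ influx in U2OS cells transduced with KCNH2 3.1 virus; rate constants normalized to DMSO controls.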
Eya2 phos inh: Eya2 (human) phosphatase inhibition. O00167. recombinant Eya2, OMFP fluorescence dephosphorylation (OMFP is methylfluorescein phosphate). Potency, µM (titrated, usually from 76.9 µM), without a hit: at the highest dose activity, negative = inhibition, hits mostly inhibitors. 330,000 tested, 0.006% active. AID 488837; note: potency is the fitted concentration of half-maximal effect; % is set by controls: 0 for no effect and ±100 for the full control effect
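Eya2 protein (added as 0.2 uM solution) was preincubated with compound for 10 min at ambient temperature in 50 mM HEPES pH 7.5, 50 mM NaCl, 5 uM MgCl2, 0.05% BSA, 1 mM DTT. OMFP (added at 50 uM) then reacted 10 min; fluorescence read at 485/525 nm.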
Mito fusion yeast: mitochondrial division inhibition or fusion activation; S. cerevisiae fusion-defective mutant growth rescue, CellTiterGlo 48 h; Potency, µM (series often up to 46.1 µM), without a hit: top-dose growth rescue (activation), most hits filed as activators; 320,000 tested, 0.23% active; AID 485298;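 note: potency is the fitted concentration of half-maximal effect; % of control where 0% means no effect; nearly all actives have a fitted effect of over 45% in size; temperature-sensitive fusion mutants such as fzo1-1 at 37 °C on non-fermentable ethanol glycerol medium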
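Yeast fusion mutant, YPEG (non-fermentable carbon), compound, 48 h at 37C non-permissive; CellTiterGlo added, 10 min RT, luminescence read. Rescued growth = division inhibition.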
ELG1 DNA repair: ELG1-dependent DNA repair inhibition; HEK293T ELG1-luciferase reporter, luminescence, 16 h; DNA damage induced by 5-fluorouridine; Potency, µM (titrated, usually from 46.1 µM), inactives show top-dose activity change, negative = inhibition, actives largely listed as inhibitors; 330,000 tested, 2.3% active; note: potency is the fitted concentration of half-maximal effect; % is set by controls: 0 for no effect and ±100 for the full control effect; nearly all actives have a fitted effect of over 55% in size
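Step one: seed 2,000 cells per well. Step two: pin-transfer compound or DMSO alongside 5-fluorouridine. Step three: incubate 16 hr, 37 °C, 5% CO2. Step four: add ONE-Glo, wait 30 min, read luminescence.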
USP2a block: blocks human ubiquitin-specific protease USP2a. O75604. USP2 core, Ub-CHOP2 coupled fluorogenic reporter, 485/531. Potency, µM (highest dose often 38.3 µM), inactives show at the highest dose activity change, negative = inhibition, usual class: inhibitors. 330,000 tested, 0.01% active. AID 463254;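 note: potency is the fitted concentration of half-maximal effect; plate controls were DMSO wells for no effect and full inhibition by NEM control for full effect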
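USP2 core (10nM final) preincubated 30min RT with compound in 20mM Tris-HCl pH 8.0, 2mM CaCl2, 2mM beta-mercaptoethanol, 0.05% CHAPS; 25nM Ub-CHOP2 plus 25nM reporter substrate added, fluorescence (Ex485/Em531) read after 60min.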
hERG WT inh: inhibitors of human wildtype KCNH2 potassium channel; Q12809; U2OS, BacMam KCNH2, thallium flux FluxOr; active compounds read low; activity change, % at 1.84 µM; 340,000 tested, 0.37% active; AID 720551;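 active = maximum activity change below -70%; inconclusive = maximum activity change between -70% and -50%; inactive = maximum activity change above -50%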; note: % is set by controls: 0 for no effect and ±100 for the full control effect
Target sequence (Q12809 whole entry, looked up): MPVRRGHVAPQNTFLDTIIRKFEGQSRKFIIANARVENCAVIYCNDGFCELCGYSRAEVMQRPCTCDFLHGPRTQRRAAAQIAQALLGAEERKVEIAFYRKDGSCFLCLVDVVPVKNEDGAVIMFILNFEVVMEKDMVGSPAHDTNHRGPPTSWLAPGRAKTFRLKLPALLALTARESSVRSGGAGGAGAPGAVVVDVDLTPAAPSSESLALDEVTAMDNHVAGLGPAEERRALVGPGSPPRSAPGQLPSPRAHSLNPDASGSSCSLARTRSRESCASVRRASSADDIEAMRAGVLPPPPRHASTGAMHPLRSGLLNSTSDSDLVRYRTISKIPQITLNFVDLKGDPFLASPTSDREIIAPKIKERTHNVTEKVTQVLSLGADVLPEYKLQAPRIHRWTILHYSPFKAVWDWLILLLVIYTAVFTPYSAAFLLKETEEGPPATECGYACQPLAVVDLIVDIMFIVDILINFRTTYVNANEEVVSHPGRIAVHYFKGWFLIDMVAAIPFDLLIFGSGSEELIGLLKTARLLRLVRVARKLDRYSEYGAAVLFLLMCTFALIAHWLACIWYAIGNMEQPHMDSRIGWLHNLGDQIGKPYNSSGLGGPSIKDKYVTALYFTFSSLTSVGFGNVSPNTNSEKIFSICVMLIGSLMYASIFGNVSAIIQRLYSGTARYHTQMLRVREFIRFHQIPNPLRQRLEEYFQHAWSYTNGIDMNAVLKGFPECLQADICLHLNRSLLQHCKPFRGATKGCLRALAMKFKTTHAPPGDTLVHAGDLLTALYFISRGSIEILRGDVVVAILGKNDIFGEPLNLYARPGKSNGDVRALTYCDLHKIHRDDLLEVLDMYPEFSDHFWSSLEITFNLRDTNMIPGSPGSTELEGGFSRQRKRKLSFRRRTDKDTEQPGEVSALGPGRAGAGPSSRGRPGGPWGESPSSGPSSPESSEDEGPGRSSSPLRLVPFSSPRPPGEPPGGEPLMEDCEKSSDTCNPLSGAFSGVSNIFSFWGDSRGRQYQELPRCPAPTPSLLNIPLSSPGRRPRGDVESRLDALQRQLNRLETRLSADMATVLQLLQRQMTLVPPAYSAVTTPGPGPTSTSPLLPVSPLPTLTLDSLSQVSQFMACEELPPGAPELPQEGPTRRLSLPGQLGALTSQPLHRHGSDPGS
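U2OS cells transduced with wild-type KCNH2 virus are loaded with FluxOr dye for 45 min, and thallium flux is measured in kinetic reads before and after stimulation buffer. Rate constants are normalized to DMSO controls.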
AT treatment: candidate therapy for ataxia-telangiectasia. […] A-T fibroblasts, KAP-1 phosphorylation AlphaLISA; neocarzinostatin DNA damage 30 min before lysis. Potency, µM (doses to about 57.5 µM), for the others: at the top dose activation, most hits filed as activators. 320,000 tested, 0.19% active. AID 485349; note: potency is the fitted concentration of half-maximal effect; % of control where 0% means no effect; nearly all actives have a fitted effect of over 45% in size
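ATM-like activity read as KAP-1 phosphorylation via AlphaLISA donor/acceptor antibody pairs after lysis and 6 hr at 25C. Cells were ATM-null patient fibroblasts ([…], hTERT), dosed 60 min, then exposed to the DSB inducer NCS for 30 min.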
TRPV1 agonist: human TRPV1 agonism | AID 540275 | activation, % at 8.33 µM | TRPV1-expressing cells, Fluo-8 calcium influx, agonist mode | 320,000 tested, 0.19% active | Q8NER1; in the data active = activation above about 80%; inconclusive = between about 30% and that limit; note: 0% is about no effect
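Cells expressing TRPV1 were dye-loaded with Fluo-8 and read kinetically: 10 s baseline, 3 min after compound (agonist portion), then 2 min after EC20 capsaicin (allosteric enhancer portion). Calcium-bound dye fluorescence at 480/520 nm.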
Numbers without * were called inactive; ? = inconclusive; nt = no result given; [ ] = remark or other dose. Unless noted, calls come from the whole dose curve; as a rule, active = well fitted curve in the direction sought with a large enough effect; inconclusive = small, poorly fitted or top-dose-only effect, or another doubt; inactive = no such curve, though single readings can be large; an effect the other way counts as inactive or inconclusive. The list is partial. The share of hits here may be higher or lower than overall.

SMILES	TSHR antag	TCR activator	KCNH2 3.1 block	Eya2 phos inh	Mito fusion yeast	ELG1 DNA repair	USP2a block	hERG WT inh	AT treatment	TRPV1 agonist
O=C(NNC(=O)c1ccccc1Br)c1cccc(Cl)c1	-6.3	nt	12.5	-20.7%	0.8%	?	0.7%	-12.5	5.9%	6.7
C[C@@H](C(=O)Nc1cccc(S(=O)(=O)N2CCOCC2)c1)N1C(=O)C2CC=CCC2C1=O (some centres not stated)	37.1	-2.4%	13.1	18.7%	-0.6%	8.3%	0.6%	-9.6	7.3%	-0.8
CC(=O)NCc1ccc(S(=O)(=O)NC2CCN(Cc3ccccc3)CC2)cc1	-3.1	-2.7%	-7.1	-0.8%	-6.8%	0.6%	0.0%	-2.3	-7.0%	0.9
Cc1cc(NC(=O)CN(C)CC(=O)Nc2ccc(Cl)c(C(F)(F)F)c2)no1	-0.8	-2.4%	-2.4	-3.3%	-4.8%	?	1.5%	-6.7	-6.6%	?
O=C(CCCN=C1NS(=O)(=O)c2ccccc21)Nc1ccc(Cl)cc1	-0.3	58.3%	11.4	-0.9%	1.8%	-10.5%	1.5%	-2.0	-4.0%	4.5
CC(NC(=O)Cn1cccc1)c1ccccc1 (configuration not stated)	6.0	0.2%	-4.3	6.1%	1.2%	1.9%	-3.3%	1.9	3.3%	2.0
Cc1ccccc1NC(=O)CCc1c(C)nn(-c2ccc(N3CCOCC3)nn2)c1C	-44.5	2.6%	-8.6	-9.3%	-7.2%	17.0%	2.2%	6.0	-0.3%	0.8
C=CCC[C@@H](Cc1ccc(F)cc1)C(=O)OC[C@H](C)NC(=O)[C@@H](CC=C)CC(=O)N(CCO)Cc1ccccc1	-12.7	-8.7%	nt	-7.7%	nt	?	1.2%	3.2	7.0%	nt
O=C(O)c1ccc(/C=N/Nc2ccc(Cl)nn2)cc1	-8.1	2.3%	2.9	0.4%	-2.3%	27.6%	-0.5%	-6.8	-7.6%	-0.5
CCN(CC)S(=O)(=O)c1ccc(C(=O)Nc2ccc3c(c2)OCCO3)cc1	-9.0	nt	8.7	0.8%	7.6%	?	-0.1%	nt	4.6%	-1.0
COc1ccc(NC2CCCN(C(=O)CN3CCOC3=O)C2)cc1 (configuration not stated)	-9.5	-1.3%	8.4	12.7%	0.1%	?	-5.2%	-7.1	20.8%	9.6
CCCS(=O)(=O)c1nc(C)cc(C)c1S(C)(=O)=O	5.5	-9.0%	-6.4	8.6%	4.1%	2.7%	2.2%	-13.8	1.3%	-3.3
CSc1ccc(S(=O)(=O)Nc2ccc3c4c(cccc24)CC3)cc1	15.5	-2.2%	5.8	-20.7%	-9.0%	-5.3%	-1.9%	-31.5	-3.5%	?
CCOC(=O)c1cccc(NC(=O)CCc2nnc3ccc(N4CCN(C)CC4)nn23)c1	6.1	-0.7%	-7.6	-3.8%	-1.9%	6.3%	-2.1%	5.4	6.4%	0.1
CN(C)CCCNC(=O)C[C@H]1C[C@H](C(=O)N2CCCCC2)[C@@]2(C)c3[nH]c4ccc(Cl)cc4c3CCN2C1=O	-1.4	-0.1%[46.1 µM]	-4.0	-0.3%	nt	19.9%	-0.5%	1.5	-13.5%	nt
O=C(NCc1ccccc1)/C(=C\c1ccc(O)cc1)NC(=O)c1ccco1	44.3	0.5%	1.5	7.6%	-1.0%	?	-0.2%	-8.6	27.8%	0.0
CC(=O)c1ccc(OCCCC(=O)n2nnc3ccccc32)cc1	-9.6	2.4%	23.1	7.7%[15.4 µM]	2.3%	-1.6%	3.3%	1.1	4.9%	1.0
COc1ccc(S(=O)(=O)Nc2nnc(Cc3ccc(OC)c(OC)c3)s2)cc1	-9.8	-1.7%	2.0	6.6%	-5.3%	-14.4%	1.0%	3.5	0.8%	-6.2
CC(=O)c1ccc(S(=O)(=O)N(CCCO)Cc2cc3cc4c(cc3[nH]c2=O)OCCO4)cc1	3.6	3.6%	22.3	?	-1.4%	-5.1%	4.4%	-7.7	6.4%	-1.7
COc1cc(CN2CCCC(C(=O)N3CCc4ccccc4C3)C2)cc(OC)c1OC (configuration not stated)	-10.8	-1.1%	-44.9	0.2%	10.5%	?	-0.7%	27.4	1.3%	-2.7
CC(=O)Nc1ccc(-c2csc(NC(C)c3ccccc3)n2)cc1 (configuration not stated)	46.0	-4.6%	3.0	7.7%	-6.0%	4.3%	-5.8%	1.3	-8.3%	-6.6
Cc1ccccc1NC(=O)c1ccc2nccnc2c1	0.4	2.6%	12.8	-19.0%	-7.4%	-9.9%	-0.2%	-1.5	-3.5%	1.9
Cn1nc(C(=O)NC(C)(C)C)c2ccccc21	-6.0	-3.0%[46.1 µM]	32.6	3.9%	0.1%	7.3%	4.4%	-2.3	-0.3%	-1.9
CC1CN(C(=O)c2cccn(Cc3c(Cl)cccc3Cl)c2=O)CC(C)O1 (configuration not stated)	-3.0	1.9%	18.8	3.7%	-2.0%	-12.6%	-4.5%	-2.2	-1.6%	-1.5
CCN1CCN(C(c2cc3cccc(C)c3[nH]c2=O)c2nnnn2Cc2ccccc2)CC1 (configuration not stated)	4.2	0.7%	-5.1	-13.0%	1.4%	0.1%	-5.1%	30.0	8.5%	-4.8
CC(=O)Nc1cccc(-n2nnc(SCC(N)=O)n2)c1	-1.1	-1.2%	-12.6	-2.5%	4.0%	7.9%	4.5%	-4.0	-5.3%	-2.5
O=C1NC(=S)N/C1=C/c1ccc2ccccc2c1	-26.4	-4.1%	7.9	10.1%	0.2%	7.2%	0.8%	9.1	24.6%	-3.4
C/C(=N\NC(=O)c1ccncc1)C12CC3CC(CC(C3)C1)C2	43.6	-8.9%[46.1 µM]	-12.7	10.1%	0.1%	-15.1%	-0.3%	-2.6	1.5%	2.6
COc1ccc(N=c2oc3ccccc3cc2C(=O)Nc2ccccn2)cc1OC	19.5	nt	nt	-2.9%	2.7%	?	1.8%	nt	5.6%	2.4
O=S(=O)(/N=S1/CC=CCN1S(=O)(=O)c1ccccc1)c1ccccc1 (configuration not stated)	-17.4	2.4%	-5.8	3.2%	-7.5%	-1.3%	1.8%	-4.1	-8.0%	2.4

One compound at a time, as listed above. Order of screens: TSHR antag | TCR activator | KCNH2 3.1 block | Eya2 phos inh | Mito fusion yeast | ELG1 DNA repair | USP2a block | hERG WT inh | AT treatment | TRPV1 agonist
Record of CC(=O)c1ccc(OCCCC(=O)n2nnc3ccccc32)cc1 : -9.6 | 2.4% | 23.1 | 7.7%[15.4 µM] | 2.3% | -1.6% | 3.3% | 1.1 | 4.9% | 1.0
Record of CC1CN(C(=O)c2cccn(Cc3c(Cl)cccc3Cl)c2=O)CC(C)O1 (configuration not stated) : -3.0 | 1.9% | 18.8 | 3.7% | -2.0% | -12.6% | -4.5% | -2.2 | -1.6% | -1.5

New compounds follow.
SMILES	TSHR antag	TCR activator	KCNH2 3.1 block	Eya2 phos inh	Mito fusion yeast	ELG1 DNA repair	USP2a block	hERG WT inh	AT treatment	TRPV1 agonist
COc1cc2nc(C3CCC3)nc(N3CCN(c4ccccn4)CC3)c2cc1OC	-0.4	0.2%[46.1 µM]	-11.6	-6.1%	nt	10.3µM*	2.2%	11.2	-3.6%	?
CCOC(=O)c1c(N)n(C2CC(C)(C)NC(C)(C)C2)c2nc3ccccc3nc12	-12.7	1.2%	-3.0	-2.1%	3.5%	-11.3%	0.5%	-1.0	-1.1%	2.3
CCn1c(SCC(=O)Nc2cc(OC)c(OC)c(OC)c2)nnc1-c1cccs1	37.0	-1.3%	-1.9	-1.4%	-8.2%	-28.7%	0.0%	-10.4	6.6%	2.3
OCCNc1nc(NCc2ccccc2)c2ccccc2n1	-3.8	2.2%	-24.9	2.2%	-9.7%	-16.8%	2.9%	28.1	1.0%	0.4
O=C(CN1CCN(c2ccccc2F)CC1)NC(=O)NCc1ccccc1	-7.2	-1.6%	-3.7	11.9%	-2.2%	-20.5%	-0.2%	0.7	2.2%	10.7
Cc1nn(C)cc1CN1CCC(n2nccc2NC(=O)CCCc2ccccc2)CC1	4.0	-14.1%	9.5	17.5%	-3.3%	-0.8%	0.4%	7.2	-8.1%	2.4
CCOC(=O)c1c(S(=O)(=O)NC2CCN(C(=O)OCC)CC2)c(C)n(C)c1C	32.3	-0.8%	-2.2	-1.1%	5.4%	7.2%	2.1%	-10.3	1.7%	-1.2
CSCCNCc1c(C(=O)N2CCOCC2)nc2c(C)cccn12	9.3	-15.6%	-1.7	7.4%	-9.1%	6.9%	4.5%	-5.3	0.4%	2.3
CC(C)(O)C#Cc1ccc(CN2CCN(Cc3ccsc3)C(CCO)C2)s1 (configuration not stated)	-2.4	4.8%	nt	8.5%	-3.9%	-10.3%	0.9%	0.3	3.6%	0.5
O=C(CSc1nnc(-c2ccncc2)n1Cc1ccccc1)NCCc1ccccc1	2.9	-2.1%	-2.4	0.9%	-4.6%	6.8%	-4.8%	-1.1	nt	-12.4

Source: PubChem
